# TDP1 inh = TDP1 (human) enzyme inhibition | Potency, µM (top dose mostly 130 µM), for the others: at the highest dose activity change, negative = inhibition, most hits filed as inhibitors | recombinant TDP1, AlphaScreen DNA substrate cleavage | AID 485290 | 350,000 tested, 0.28% active | Q9NUW8; also: nearly all actives have a fitted effect of over 40% in size
#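 E. coli-derived human Tdp1, 1 nM final. Cpd preinc 15 min RT; substrate 15 nM final, 5 min RT; AS bead mix 10 ug/ml final, 10 min RT. Signal loss = tyrosine-FITC cleavage. No-enzyme wells = max signal.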
# KAT2A inh = inhibitors of human GCN5L2 histone acetyltransferase. Q92830. GCN5L2 HAT assay, ThioGlo1 CoA-SH fluorescence. Potency, µM (series often up to 58.9 µM), without a hit: at the top dose activity change, negative = inhibition, actives largely listed as inhibitors. 390,000 tested, 0.21% active. AID 504327
# Target sequence (Q92830 whole entry, looked up): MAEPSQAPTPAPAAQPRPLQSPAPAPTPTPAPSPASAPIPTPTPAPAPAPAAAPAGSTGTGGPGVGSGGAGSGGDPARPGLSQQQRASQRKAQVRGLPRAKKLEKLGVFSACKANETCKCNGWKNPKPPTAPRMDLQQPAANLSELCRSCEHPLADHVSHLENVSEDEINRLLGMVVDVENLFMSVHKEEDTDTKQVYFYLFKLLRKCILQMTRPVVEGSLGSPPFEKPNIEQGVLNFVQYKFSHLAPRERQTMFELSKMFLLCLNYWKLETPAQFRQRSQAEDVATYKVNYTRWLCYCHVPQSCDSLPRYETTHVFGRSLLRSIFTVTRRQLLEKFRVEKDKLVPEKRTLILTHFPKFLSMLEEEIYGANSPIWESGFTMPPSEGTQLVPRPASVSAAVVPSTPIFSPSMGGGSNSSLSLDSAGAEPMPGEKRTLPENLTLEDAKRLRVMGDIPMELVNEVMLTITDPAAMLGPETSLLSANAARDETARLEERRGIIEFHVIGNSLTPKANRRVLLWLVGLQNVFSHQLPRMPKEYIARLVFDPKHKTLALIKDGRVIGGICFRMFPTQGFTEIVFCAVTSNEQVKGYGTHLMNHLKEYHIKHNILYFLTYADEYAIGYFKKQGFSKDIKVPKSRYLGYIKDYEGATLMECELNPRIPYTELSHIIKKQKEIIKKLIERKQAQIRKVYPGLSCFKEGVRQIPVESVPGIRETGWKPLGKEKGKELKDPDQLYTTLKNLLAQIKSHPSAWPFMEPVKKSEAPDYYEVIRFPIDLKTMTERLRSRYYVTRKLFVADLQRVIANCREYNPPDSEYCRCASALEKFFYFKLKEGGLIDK
#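 Fluorescence readout, Ex340nm/Em540nm: ThioGlo1 (50uM final) reacts with free CoA thiol released as 20nM GCN5L2 acetylates H3(1-25) peptide (75uM) using acetyl-CoA (70uM). Compound and enzyme sat 15 min beforehand; 20 min room-temperature reaction.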
# TDP1 cell noCPT = qHTS for Inhibitors of human tyrosyl-DNA phosphodiesterase 1 (TDP1): qHTS in cells in absence of CPT; DT40 Tdp1-/- hTDP1 cells, no CPT, ATP luminescence, 48 h; Potency, µM (titrated, usually from 46.2 µM), without a hit: at the top dose activity change, negative = growth inhibition, hits mostly inhibitors; 420,000 tested, 15% active; also: nearly all actives have a fitted effect of over 55% in size
#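 Growth of hTDP1-complemented DT40 Tdp1-knockout cells is measured by ATP luminescence after at least 48 hr compound exposure at 37 °C, with DMSO substituting for the 20 nM CPT used in the parallel screen.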
# Numbers without * were called inactive; ? = inconclusive; · = not tested or not shown; & = joins results of further samples; [ ] = dose if it differs, or a comment. Calls follow the shape of the dose curve; as a rule, active = well fitted curve in the direction sought with a large enough effect; inconclusive = small, poorly fitted or top-dose-only effect, or another doubt; inactive = no such curve, though single readings can be large; an effect the other way counts as inactive or inconclusive. % is scaled to controls: 0 for no effect and ±100 for the full control effect; potency is read from the fitted curve at half-maximal effect. A portion of the library; count on the stated rates, not on these rows.
SMILES | KAT2A inh | TDP1 inh | TDP1 cell noCPT
COc1ccc(OC)c(CN2CCN(C(=O)c3ccc(NS(=O)(=O)c4cccc([N+](=O)[O-])c4)cc3)CC2)c1 | -7% | · | -16%
Cc1cc(S(=O)(=O)NC(C)C)ccc1OCC(=O)N1CCOCC1 | -4% | 3% | 2%
CCN(C(=O)CSc1nnc(C2CC2)n1-c1ccccc1)C1CCS(=O)(=O)C1 (stereo unspecified) | 4% | 1%[56.1 µM] | -5%
S=c1[nH]nc(COc2ccccc2)n1/N=C/c1cccs1 | -16% | 0% | -3%
CCCCCCCCCCCCCCCCOCC(CO)OC(C)=O (stereo unspecified) | -2% | 6%&4% | 6%[4.12 µM]
COc1ccccc1-n1c(SCC(=O)N2CCOCC2)nc(O)c(Cc2ccccc2)c1=O | -1% | 3% | -5%
COc1ccc(C2C3=C(CC(C)(C)CC3=O)Nc3n[nH]c(C)c32)cc1 (stereo unspecified) | -15% | 6% | ?
COc1ccc(NC(=O)Cn2nnc3sc4c(c3c2=O)CC(C)(C)OC4)cc1 | 0% | 0% | ?
COc1ccc(C(CNC(=O)c2ccc(NS(=O)(=O)c3ccc(F)c(C)c3)cc2)N(C)C)cc1 (stereo unspecified) | -4% | 0% | ?
O=C(NCc1nnc(SCC(=O)N2CCCC2)o1)c1ccccc1F | -6% | 1% | 1%
Cc1ccc(CCNC(=O)C2COc3ccccc3C2)cc1 (stereo unspecified) | 5% | -3% | -22%
CN1CCN(C(=O)c2cnn(-c3ccccc3)c2NC(=O)c2ccccc2F)CC1 | 0% | 0% | -3%
CN(CC(=O)Nc1cccc(S(=O)(=O)N2CCCCC2)c1)Cc1ccc(F)cc1 | -7% | 0%[56.1 µM] | ?
CCc1cnc2c(c1SCC(=O)NCc1ccccc1Cl)c(=O)n(C)c(=O)n2C | 2% | 3% | -16%
CCC(=O)N(Cc1ccccc1)c1ccccn1 | -6% | 8% | 1%
COc1ccc(NC(=O)c2cc(S(=O)(=O)N3CCOCC3)ccc2N2CCOCC2)cc1 | 1% | 4% | -30%
CCNc1ncc2nc(-c3cc(F)cc(F)c3)c(=O)n(Cc3cccs3)c2n1 | -16% | · | -4%
N#CCCn1c(SCC(=O)NCC2CCCO2)nc2ccccc21 (stereo unspecified) | -1% | 2% | -12%
O=C(CCCn1c(=O)c2cccn2c2cccnc21)NCc1ccccc1Br | -24% | 0% | -22%
O=C(Nc1nc(-c2ccccn2)cs1)c1ccc2c(c1)OCCO2 | -4% | · | 3.3µM*
O=C1CC(N(O)c2ccccc2)C(=O)N1c1cc(Cl)cc(Cl)c1 (stereo unspecified) | -4% | 4% | -27%
CCc1c(C)c2ccc(O)c(CN3CCN(c4ccc(F)cc4)CC3)c2oc1=O | -2% | 6% | ?
O=C(CN1CCN(Cc2ccccc2)CC1)N1N=CCC1c1ccccc1 (stereo unspecified) | 12% | 5% | 28%
COC(=O)CN1C(=O)C(C)(C)Oc2ccc(C(=O)NC3CC3)cc21 | -5% | 5% | -4%
CCOc1ccccc1C1C(C(=O)Nc2ccccc2OC)=C(C)Nc2nnnn21 (stereo unspecified) | -11% | 4% | -20%
COc1ccc(S(=O)(=O)NNC(=O)Nc2ccc(C)cc2C)c(OC)c1 | ? | 3%[56.1 µM] | 8%
O=C(CSc1ccc(Cl)cc1)N1CCN(c2ccc(Cl)cc2[N+](=O)[O-])CC1 | -1% | 10% | ?
CCN(CC)c1ccc(C(=O)N/N=C/c2ccc(OC)cc2OC)cc1 | -19% | 4% | ?
CCCN1Cc2cccc(C(=O)Nc3ccc(CC)cc3)c2C1=O | 4% | 2% | 0%
Cc1cc(C)n2nc(C(=O)N/N=C/c3ccco3)nc2n1 | -8% | · | -18%
NC1=NC(c2ccc(F)cc2)n2c(nc3ccccc32)N1 (stereo unspecified) | 3% | 1% | -9%
Cc1cccc(NC(=O)CSc2nnc(-c3ccccc3)n2N)c1 | -3% | 8% | 2%
CCSc1nnc(NC(=O)CCNC(=O)c2ccccc2Cl)s1 | -2% | 2% | -14%
O=C(CCNC(=O)c1ccc(Br)cc1)NNC(=O)c1ccccc1 | 3% | 1% | -6%
COc1cc(OC)c(NC2=C(c3ccc(C(F)(F)F)cc3)C(=O)c3ccccc32)cc1Cl | -11% | 2%[12.3 µM] | 23µM*
CCc1ccccc1NC(=O)N1CC(C)Sc2ccccc21 (stereo unspecified) | -9% | 4% | ?
CNC(=O)N(O)C1N(C)C(=O)N(CC(=O)OC)C1(C)C (stereo unspecified) | -1% | 0% | -4%
CCn1c(NCc2ccccn2)nc2ccccc21 | 4% | -9%[56.1 µM] | -4%
COc1cc2c(=O)n(Cc3ccco3)c(=O)n(CC(=O)c3ccc(Br)cc3)c2cc1OC | 0% | 5% | -25%
COc1ccc(C(=O)N(CCc2ccccc2)Cc2ccccc2)c(OC)n1 | ? | · | ?
O=C(N/N=C/c1ccc(OC(=O)c2ccc3c(c2)OCO3)cc1)c1cncc(Br)c1 | 32%[activator] | 2% | -7%
CCCCn1c(=O)n(CC2CCC(C(=O)NCCCOC)CC2)c(=O)c2sccc21 (stereo unspecified) | 2% | 6% | -32%
CCc1ccc(NC(=O)c2nn(-c3ccc(OC)cc3)c(=O)c3c2c2ccccc2n3C)cc1 | -4% | 0% | 3%
C#CCOc1c(Cl)cc(/C=C2/C(=O)ON=C2C)cc1OC | 0% | · | ?
CCS(=O)(=O)N1N=C(c2cccc(NS(C)(=O)=O)c2)CC1c1cccs1 (stereo unspecified) | -5% | 2% | 10%
Cc1ccc(N2CC(C(=O)NCc3n[nH]c(=O)c4ccccc34)CC2=O)cc1C (stereo unspecified) | 1% | -2% | 7%
Cc1cc(NC(=O)CSc2nnc(-c3c[nH]c4ccccc34)n2C)no1 | 0% | · | -26%
Cc1ccc(N=C2NC(=O)CC(C(=O)Nc3ccc4c(c3)OCO4)S2)cc1 (stereo unspecified) | -15% | -8% | -5%
Cc1ccccc1NC(=O)CN(c1ccc(F)cc1)S(C)(=O)=O | -5% | 0% | -6%
CC1(C)CC(=O)c2sc(NS(=O)(=O)c3ccc(Cl)cc3)nc2C1 | -6% | 8% | -14%

# Already shown: an excerpt of the list.
SMILES | KAT2A inh | TDP1 inh | TDP1 cell noCPT
COc1ccc(S(=O)(=O)NNC(=O)Nc2ccc(C)cc2C)c(OC)c1 | ? | 3%[56.1 µM] | 8%
O=C(CSc1ccc(Cl)cc1)N1CCN(c2ccc(Cl)cc2[N+](=O)[O-])CC1 | -1% | 10% | ?

# The list continues:
SMILES | KAT2A inh | TDP1 inh | TDP1 cell noCPT
COc1ccc(C=NC(CO)C(O)c2ccc([N+](=O)[O-])cc2)cc1 (stereo unspecified) | 5% | -4% | 12%
CCN(c1ccccc1C)S(=O)(=O)c1nnc(NC(=O)c2ccccc2C)s1 | -8% | 6% | 18µM*
CCN(CC)CCN1c2ccccc2Sc2ccc3ccccc3c21 | 0% | 0% | 16µM*
COc1ccccc1/C=C/c1onc(C)c1S(=O)(=O)N1CCC(C(=O)NC2CCCCCC2)CC1 | -2% | 3% | -6%
O=C(Nc1nnc(C2CCCCC2)s1)c1ccc(Br)s1 | 0% | 0% | ?
CCOC(=O)c1ccccc1NC(=O)CSc1nnc(Cc2cccn2C)n1-c1ccc(C)cc1 | -5% | 8% | ?
CCN(CC)CCn1c(OC)cc(=O)[nH]c1=O | -6% | -9% | 9%
CCSc1nnc(-c2cccnc2)n1-c1ccc(C)c(Cl)c1 | 0%[0.501 µM] | 5% | ?
Cn1c(=O)c2c(ncn2CC(=O)Nc2ccc(Cl)cc2Cl)n(C)c1=O | 0% | 7% | -29%
CCc1c(C)sc(NC(=O)c2cc(-c3ccc(OC)c(OC)c3)on2)c1C#N | 3%&-6% | -1%&3% | -23%&-21%
NC1=NC(c2cn[nH]c2-c2cccc(F)c2)n2c(nc3ccccc32)N1 (stereo unspecified) | -5% | 8% | -14%
Cc1[nH]c2ccccc2c1C(=O)COC(=O)c1ccc([N+](=O)[O-])s1 | -13% | 5% | -27%
CCN(C(=O)COC(=O)c1ccccc1NC(=O)c1ccco1)C1CCS(=O)(=O)C1 (stereo unspecified) | 0% | 4% | ?
O=C(CCN1C(=O)C2CC=CCC2C1=O)NC1CCCCC1 (stereo unspecified) | -19% | 1% | 3%
Cc1ccc2sc(N(CCCN(C)C)C(=O)c3ccc(S(=O)(=O)N(C)C)cc3)nc2c1C | -9% | 3% | -14%
CCOc1ccc(N(C)C(=O)CCc2nnc3ccc(N4CCCCC4)nn23)cc1 | -34% | 2% | -22%
Cc1cccc(NC(=O)c2cc([N+](=O)[O-])ccc2Cl)c1O | 7% | 5% | ?
CCOc1ccccc1NC(=O)C(CC(C)C)NS(=O)(=O)c1ccc2c(c1)oc(=O)n2C (stereo unspecified) | -3% | 2% | -18%
CCOC(=O)c1ccc(N2CCN(c3ccc(F)cc3)CC2)c(NC(=O)Nc2cccc(OC)c2)c1 | -10%&0% | 8%&6% | ?
O=C(N=Nc1c(O)[nH]c2ccc([N+](=O)[O-])cc12)c1ccccc1[N+](=O)[O-] | -12% | 7% | ?
CCC(C(=O)NC1CC1)n1nc(C)c2c(C)n(-c3ccc(C)cc3)nc2c1=O (stereo unspecified) | -1% | 2% | 10%
CCN(CC)CCCNC(=O)CSc1nc2nc(C)c(Cc3c(F)cccc3Cl)c(C)n2n1 | -3% | 3% | 6.5µM*
COc1ccc([C@H]2C(C(=O)O)=C[C@@H](CC3CCCC3)N2S(=O)(=O)c2ccc(C)cc2)cc1OC | -4% | 2% | -1%
COc1cc(C(=O)N2CCC(c3nc4ccccc4s3)CC2)cc(OC)c1OC | -9% | 4% | 21µM*
CC(NC(=O)c1ccc(S(=O)(=O)N(C)C)cc1)c1ccc(-n2ccnc2)cc1 (stereo unspecified) | -4% | 9% | -27%
O=C(CCc1ccc(S(=O)(=O)N2CCOCC2)cc1)Nc1ccc(F)cc1[N+](=O)[O-] | -4% | 4% | -28%
N#CC1=C(SCc2ccccc2)NC(=O)CC1c1ccco1 (stereo unspecified) | -6% | 6% | -3%
Cc1oc(-c2ccccc2)cc1C(=O)NC(Cc1c[nH]c2ccccc12)C(=O)O (stereo unspecified) | 4% | 3% | -12%
CC1(C)CC(=O)C2=C(C1)NC(=S)C(C#N)C21CCCCC1 (stereo unspecified) | -13% | 4% | -16%
COc1ccc(-c2nc3ccccc3n2Cc2ccc(C)cc2)cc1 | · | 6% | ?
Cc1cccc(C)c1OCc1nc2c3cnn(-c4ccccc4Br)c3ncn2n1 | -6% | 2% | ?
COc1ccccc1C(=O)Nc1cccc(OCc2cc(=O)n3c(C)csc3n2)c1 | -15% | 4% | 23µM*
COC(=O)c1ccc(NC(=O)c2nn(C)c3c2CS(=O)(=O)c2ccccc2-3)cc1 | 0% | 5% | -1%
O=C(NCCO)c1nc2ccccc2s1 | 2% | 1%[56.1 µM] | 1%
COc1ccc(-c2ccc(CCC(=O)O)n2CC(=O)Nc2ccccc2C)cc1 | -6% | · | -6%
COc1ccc2c(Sc3ccccc3)c(C(=O)NCc3cccc(OC)c3OC)[nH]c2c1 | -5% | 3% | ?
CCC(NC(=O)C(C)NC)C(=O)N1CCCC1C(=O)NC1CCCc2ccccc21 (stereo unspecified) | -2% | 0% | 2%
CCOC(=O)c1ccc([N+](=O)[O-])cc1NC(C)=O | -4% | 1% | 0%
O=C(Cn1cc(C(F)(F)F)ccc1=O)N/N=C/c1cccc(Cl)c1 | -3% | 3% | -3%
Cc1cccc(NC(=O)COC(=O)CCCC2=NS(=O)(=O)c3ccccc3N2)c1 | -9%&-2% | 4%&7% | 19%&-9%
COc1ccc(S(=O)(=O)Nc2ccccc2)cc1OC | 1% | 2% | 0%
COc1ccc(OCCn2c(=O)sc3ccccc32)cc1 | -8% | 5% | ?

# Sorted by length of the SMILES (falling): 3 of the compounds above.
SMILES | KAT2A inh | TDP1 inh | TDP1 cell noCPT
CCc1ccc(NC(=O)c2nn(-c3ccc(OC)cc3)c(=O)c3c2c2ccccc2n3C)cc1 | -4% | 0% | 3%
CCN(CC)c1ccc(C(=O)N/N=C/c2ccc(OC)cc2OC)cc1 | -19% | 4% | ?
Cc1cccc(NC(=O)CSc2nnc(-c3ccccc3)n2N)c1 | -3% | 8% | 2%

# Entries of single compounds, quoted from the list. Order of values: KAT2A inh | TDP1 inh | TDP1 cell noCPT
# Profile of CC1(C)CC(=O)C2=C(C1)NC(=S)C(C#N)C21CCCCC1 (stereo unspecified) = -13% | 4% | -16%
# Profile of COc1ccc2c(Sc3ccccc3)c(C(=O)NCc3cccc(OC)c3OC)[nH]c2c1 = -5% | 3% | ?

# Assay outcomes as filed in PubChem.
